Screening data: PubChem BioAssay, Fisher Drug Discovery Resource Center
NPYLR7 agonist = agonists of mosquito NPYLR7 receptor, primary screen, cell-based, Aedes aegypti, calcium fluorescence, mosquito biting behavior. HEK293T NPYLR7/Galpha15, GCaMP6s calcium fluorescence. activation, % at 10 µM. Aedes aegypti neuropeptide Y-like receptor 7 (NPYLR7). 270,000 tested, 0.15% active; in the data active = activation above about 40%;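 note: 0% = vehicle and 100% = reference agonist at the receptor; some compounds past the cut are filed as inactive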
hcGAS inh = Primary biochemical luminescence assay for human cyclic GMP-AMP synthase inhibitors. Q8N884. recombinant h-cGAS, ATP depletion, Kinase-Glo luminescence. inhibition, % at 12.5 µM. 290,000 tested, 0.081% active. AID 1259398, 2018;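 note: 0% = vehicle reaction and 100% = reaction without DNA for no activity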
Target sequence (Q8N884 whole entry, looked up): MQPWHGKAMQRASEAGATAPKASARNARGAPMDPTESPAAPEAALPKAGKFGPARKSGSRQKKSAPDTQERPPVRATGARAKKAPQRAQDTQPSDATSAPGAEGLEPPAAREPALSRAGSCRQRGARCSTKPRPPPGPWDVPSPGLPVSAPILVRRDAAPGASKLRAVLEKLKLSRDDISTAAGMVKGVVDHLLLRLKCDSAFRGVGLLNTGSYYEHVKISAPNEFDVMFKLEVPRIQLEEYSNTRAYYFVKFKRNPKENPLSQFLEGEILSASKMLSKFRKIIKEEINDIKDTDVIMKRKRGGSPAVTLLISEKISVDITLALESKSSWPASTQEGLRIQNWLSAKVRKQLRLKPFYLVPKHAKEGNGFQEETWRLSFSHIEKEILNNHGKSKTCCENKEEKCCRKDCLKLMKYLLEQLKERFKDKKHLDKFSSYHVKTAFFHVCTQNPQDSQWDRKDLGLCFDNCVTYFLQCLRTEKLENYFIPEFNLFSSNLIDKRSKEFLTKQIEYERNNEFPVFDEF
mcGAS inh = cyclic GMP-AMP synthase inhibitors, mouse, primary biochemical chemiluminescence | Q8C6L5 | recombinant cGAS, Kinase-Glo ATP depletion luminescence | inhibition, % at 12.5 µM | 160,000 tested, 0.15% active;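 note: 0% = negative control wells and 100% = reference inhibitor with no enzyme activity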
* = called active by the depositor; . = not tested or not shown; & = joins results of further samples. Cut-off read from the data, not from the text of the source, unless noted: active = inhibition above about 40%; inactive = the rest. Compounds as they come. About 0.29% of those tested had a hit in this group.

SMILES | NPYLR7 agonist | hcGAS inh | mcGAS inh
O=C(c1ccc(-c2nc3ccccc3s2)s1)N1CCCCC1 | -2 | 1 | .
Cn1cc(C(=O)NCC2CCCO2)c2[nH]c(=O)n(-c3ccccc3)c(=O)c21 (stereo not given) | 9 | 4 | .
O=C(c1cc2sccc2[nH]1)N1CCCC(Cn2ccnc2)C1 (stereo not given) | -4 | -3 | -11
O=C(c1cnn2ccccc12)N1C[C@H]2C[C@H](O)[C@H](O)C[C@H]2C1 | 5 | -2 | .
CCc1cc(Oc2ccc3c(c2)OCO3)nc(SCc2cccc([N+](=O)[O-])c2)n1 | -10 | -3 | -4
Cc1ccccc1-n1nc(C)c(C(=O)NCc2ccco2)c1C | . | 2 | -6
CC(C)(C)c1cc(NC(=O)c2ccc(C(F)(F)F)cc2F)n(-c2cc(Cl)ccc2Cl)n1 | 6 | -6 | -6
CC(c1ccc(-c2ccc3c(c2)CCC3=O)cc1)N1CCOCC1 (stereo not given) | -3 | 4 | .
COCC(=O)Nc1ccc(-c2c(-c3ccc4c(c3)OCO4)nn(-c3cc(C)ccc3C)c2OC(C)=O)cc1 | 2 | 2 | -1
CN1[C@@H](c2ccccc2)[C@@H](C(=O)NCCn2ccnc2)C[C@@]1(C)C(=O)O | -4 | -7 | -12
CC=CC(=O)OCc1nc2c(c(=O)[nH]c(=O)n2CCCC)n1CC | 8 | -4 | .
O=C1CN(C(=O)C2CC3(CCNCC3)CN2)CCN1CCc1ccccc1 (stereo not given) | 19 | -1 | .
COc1ccc(CNS(=O)(=O)c2ccc(OC)c3ccccc23)cc1 | 7 | -1 | -3
Cc1cc(C)cc(OCc2nc(CN(C(=O)c3ccc4c(c3)OCO4)C3CC3)cs2)c1 | -8 | -3 | -7
Cc1c[nH]c(CN(CC2CCC2)CC2CCCO2)c(C)c1=O (stereo not given) | . | -15 | -6
CC(C)c1nnsc1CN1CCCC2(CC1)CN(C)C(=O)O2 (stereo not given) | 30 | -3 | -19
O=C(c1cc2ccccc2c(=O)o1)N1C[C@H](Oc2ccccn2)[C@H]2C[C@@H]1Cc1c2[nH]c2ccccc12 | 14 | -7 | -8
O=C(NCc1ccccc1CN1CCCC1=O)[C@@H]1C[C@@H]2C=C[C@H]1C2 | -1 | -1 | .
Cn1cc2c(N3CCSCC3)nc(C(=O)N3CCN(C4CCCCC4)CC3)nc2n1 | . | -14 | -3
CCn1cc(C(CC(=O)N2CCN(c3cccc(Cl)c3)CC2)c2cccc(Cl)c2)c2ccccc21 (stereo not given) | . | -11 | -11

New compounds follow
SMILES | NPYLR7 agonist | hcGAS inh | mcGAS inh
O=C(c1ccc(C(F)(F)F)cc1)N1CCCC(OCc2cccc(OC(F)(F)F)c2)C1 (stereo not given) | -1 | -8 | .
Fc1cc(F)cc(Oc2ccc3c(C4CC4)noc3n2)c1 | 2 | -6 | -8
O=C(NC1CCN(c2ccccc2C(=O)NCc2ccco2)CC1)c1ccc([N+](=O)[O-])cc1 | 8 | 2 | 1
COC(=O)C1CCN(S(=O)(=O)c2cc(Br)ccc2Br)CC1 | 5 | 4 | .
COc1ccc(CNC(C)c2ccccc2)cc1OCc1nc(CO)cs1 (stereo not given) | 0 | -2 | .
Cc1ccc(CN(C)C(=O)C2(N3CCOCC3)CCCCC2)s1 | . | -10 | -4
Cc1cc(Nc2ccc3c(n2)C(=O)N(CC(=O)NCC2CCOCC2)C3)n(C)n1 | 7 | -7 | .
CCOC(=O)c1ccc(NC(=O)CSc2nccn3nc(-c4ccccc4OC)cc23)cc1 | 0 | -2 | -1
COc1cccc(CNC(=O)C2CCN(C(=O)[C@@H]3CCCN3C(=O)Nc3ccc(-c4ccccc4)cc3)CC2)c1 | 29 | -3 | -6
Cn1cnnc1C1CCN(C(=O)[C@@H]2CCCN2S(C)(=O)=O)CC1 | . | -10 | -4
CCCCCCCn1c(CN2CC(C)OC(C)C2)nc2c1c(=O)n(C)c(=O)n2C (stereo not given) | 5 | 4 | .
Cn1c(=O)c2c(nc3n2CC(C(C)(C)C)=NN3Cc2ccccc2F)n(C)c1=O | -10 | -3 | .
CCS(=O)(=O)Cc1nc2c([nH]1)CC(c1ccc(F)cc1)CNC2=O (stereo not given) | 17 | -7 | -9
Cn1cccc1CNCCSc1nnnn1C | 4 | -2 | .
CCCCc1ccc(C(=O)N(CC(=O)N2CCc3sccc3C2c2ccccc2C)Cc2ccco2)cc1 (stereo not given) | -1 | -2 | -5
CN(Cc1ccc(C#N)cc1)C(=O)CCc1ccc(C(C)(C)C)cc1 | 8 | -7 | .
Cc1ccccc1-c1cc(O)c2c(c1)CN(C(=O)c1ccccc1)CCO2 | . | -4 | -15
CN1C(=O)COc2ccc(C(=O)N3C[C@H]4C[C@H](O)[C@H](O)C[C@H]4C3)cc21 | -4 | 0 | 0
CC(C)C(C(=O)N1CCOC(COCc2ccccc2F)C1)c1ccccc1 (stereo not given) | 21 | -4 | .
C=CCOC(=O)CCN1C(=O)/C(=C/c2ccc(OC)cc2)SC1=S | -7 | -4 | -5

(list continues)
SMILES | NPYLR7 agonist | hcGAS inh | mcGAS inh
CNc1nc2cnc(Nc3cccc(C(F)(F)F)c3)cc2n1CCOC | -1 | -1 | -3
FC(F)(F)c1cccc(C2c3[nH]c4ccccc4c3CCN2Cc2ccn[nH]2)c1 (stereo not given) | 10 | -6 | -16
N[C@@H]1c2ccccc2C2(CCN(C(=O)c3nccc4ccccc34)CC2)[C@H]1O | 12 | -6 | -12
COc1ccc(C2CC(=O)C3C(=Nc4ccccc4NC3c3cc(OC)ccc3OC)C2)cc1 (stereo not given) | 3 | -3 | -8
O=C(Cc1ccc(F)cc1)N(CCCn1ccnc1)c1nc2c(Cl)cccc2s1 | -16 | -5 | -7
CCCCC(=O)N(Cc1ccc(-c2ccccc2-c2nn[nH]n2)cc1)[C@H](C(=O)O)C(C)C | -2&6 | -1&-3 | .
C[C@@H]1CN(C(=O)C2CSC(c3cccc(Br)c3)N2C(=O)OC(C)(C)C)C[C@H](C)O1 (stereo not given in full) | 18 | -3 | -7
CCOC(=O)c1ccc(NC(=O)N(CCCOC)CC(=O)Nc2cc(C(C)(C)C)nn2-c2ccc(C)cc2C)cc1 | -4 | -6 | -5
CCCN(CC1CC1)c1nc(N)c(C#N)c(CC#N)c1C#N | 3 | -10 | .
COc1ccc(OC)c(NS(=O)(=O)c2ccc3[nH]cc(C(=O)O)c(=O)c3c2)c1 | -2 | -4 | -5
CC1=C(C(=O)N2CCc3sccc3C2)C(C)NC(=O)N1 (stereo not given) | . | -7 | -12
COc1ccccc1N1CCN(c2ccc(NC(=O)Nc3ccc(Cl)cc3)cc2C(=O)N2CCCC2)CC1 | -1 | 7 | -3
CC(NC(=O)CNC(=O)COc1ccccc1)c1cccc(C(F)(F)F)c1 (stereo not given) | 11 | -21 | -4
NS(=O)(=O)c1ccc(C(=O)NCCOc2cc(N3CCCC3)ncn2)cc1 | 2 | 0 | .
Cc1oc(-c2cccs2)nc1CN1CCCC(CCC(=O)Nc2ccccc2F)C1 (stereo not given) | 3 | -10 | -9
CCC1CN(Cc2ncc(C)o2)C(CC)CN1Cc1ncc(C)o1 (stereo not given) | 2 | -4 | .
CCn1cc(C(=O)N2CCN(C)CC2)c2nn(-c3ccccc3)c(=O)c-2c1 | 4 | -3 | -1
CCNC(=O)N1CCN(Cc2nc(-c3ccco3)oc2C)CC1 | -23 | -7 | .
O=C(C1CCCN(C2CCN(Cc3cc(=O)[nH]c(=O)[nH]3)CC2)C1)N1CCCC1 (stereo not given) | 0 | -5 | -12
CC(SCC(=O)Nc1ccccc1)c1ccccc1 (stereo not given) | -24 | -5 | .

More entries:
SMILES | NPYLR7 agonist | hcGAS inh | mcGAS inh
Cc1ccc(-n2c(SCc3ccccc3C)nnc2C(C)NC(=O)NCc2ccccc2)cc1 (stereo not given) | -1 | -7 | -6
CC1C(=O)N(c2ccc(Oc3ccccc3)cc2)CCN1C(=O)c1ccco1 (stereo not given) | 0 | -3 | -5
COCCN(Cc1ccccc1OS(=O)(=O)c1ccc(F)cc1)C(=O)Nc1ccccc1OC | 1 | -2 | -5
COCC(=O)N1CCC(Cc2ccc(OC)cc2)CC1 | 3 | -5 | -7
Cc1ccc2nc(-c3ccccc3C)c(NC(=O)Cc3ccc(F)cc3)n2c1 | -6 | -7 | -6
C=CCn1c(=O)c2c(nc3n2CCN3c2ccc(C)c(C)c2)n(C)c1=O | . | -13 | -8
CCOc1ccc(-n2c(C)cn3c4c(=O)n(CC(C)=O)c(=O)n(C)c4nc23)cc1 | 16 | -12 | .
O=C1c2ccccc2S(=O)(=O)N1Cc1nc(C23CC4CC(CC(C4)C2)C3)cs1 | 6 | -12 | .
CCc1ccc(C(C)NC(=O)CN2C(=O)NC3(CCCCC3)C2=O)cc1 (stereo not given) | 9 | -4 | .
O=C(CCCc1nc2ccccc2s1)N1CC2C3CCC(C3)C21 (stereo not given) | -11 | -2 | .
CCC(Sc1ncc(S(=O)(=O)c2ccccc2)c(N)n1)C(=O)Nc1ccc(C)c(C)c1 (stereo not given) | 7 | -11 | -7
CCN(C)C(C(=O)NCc1n[nH]c(=S)n1C1CC1)c1ccccc1 (stereo not given) | -5 | 2 | .
CCC(c1cccnc1)N(C)C(=O)Cc1ccc(F)c(F)c1F (stereo not given) | -5 | -3 | .
CC1(NC(=O)CN(CCc2cccs2)Cc2cccs2)CCS(=O)(=O)C1 (stereo not given) | 3 | -9 | .
COCCn1c(C(=O)Nc2ccc(C(C)C)cc2)cc2c(=O)n(C)c(=O)n(C)c21 | 0 | -9 | -8
CC(C)C(=O)NC1CCN(Cc2ccc(Cl)cc2)CC1 | 3 | -9 | .
CN(C)C(CNS(=O)(=O)c1ccc(F)cc1F)c1cccn1C (stereo not given) | 8 | 2 | .
COc1ccc(-c2cc(C(=O)NCCCN3CCOCC3)c(C)n2-c2cccc(OC)c2)cc1 | -7 | 2 | -1
CN1OC(C)(CC(=O)NCc2nccs2)N=C1c1ccccc1Cl (stereo not given) | 2 | -3 | .
Cc1ccn(CC(=O)N2CCCC(CCc3c(F)cccc3F)C2)n1 (stereo not given) | -1 | -6 | .

Exported with values under each structure: five of the compounds above.
Results follow in this order: NPYLR7 agonist | hcGAS inh | mcGAS inh
> COCCN(Cc1ccccc1OS(=O)(=O)c1ccc(F)cc1)C(=O)Nc1ccccc1OC
  1 | -2 | -5
> COCC(=O)N1CCC(Cc2ccc(OC)cc2)CC1
  3 | -5 | -7
> Cc1ccc2nc(-c3ccccc3C)c(NC(=O)Cc3ccc(F)cc3)n2c1
  -6 | -7 | -6
> C=CCn1c(=O)c2c(nc3n2CCN3c2ccc(C)c(C)c2)n(C)c1=O
  . | -13 | -8
> CCOc1ccc(-n2c(C)cn3c4c(=O)n(CC(C)=O)c(=O)n(C)c4nc23)cc1
  16 | -12 | .

Next section:
SMILES | NPYLR7 agonist | hcGAS inh | mcGAS inh
Cc1cc(NC(=O)Nc2ccc3c(ccn3C)c2)sn1 | 6 | -6 | -4
Cc1ccc(-c2nc(NC3CC3)sc2C)cc1C | 7 | -6 | .
CC(C)Nc1cc(N2CCCC(c3ccn[nH]3)C2)ncn1 (stereo not given) | 8 | -7 | -12
CCC(C)N(CC(=O)N(CCc1ccc(OC)c(OC)c1)Cc1ccco1)C(=O)Nc1ccc(F)c(F)c1 (stereo not given) | -4 | -14 | -5
Cc1ccc(S(=O)(=O)N2CSCC2C(=O)N(C)C2CC2)cc1Cl (stereo not given) | 3 | -1 | -4
CC1=C(C(=O)OC(C)C)C(c2cccc([N+](=O)[O-])c2)C2=C(CCCC2=O)N1 (stereo not given) | 4 | -1 | .
CC(=O)c1c(-c2ccc(F)c(F)c2)c2cc(F)ccc2[nH]c1=O | -2 | -10 | .
COc1ccc(CCOC(=O)[C@@H]2CCCN2C(=O)c2ccc(C)c([N+](=O)[O-])c2)cc1OC | -7 | -5 | -6
Cc1sc2ncnc(SCC(=O)c3c(N)n(CC(C)C)c(=O)n(C)c3=O)c2c1C | -2 | -3 | -5
O=C(CCNC(=O)c1ccco1)Nc1nc(-c2ccco2)c(-c2ccco2)s1 | 3 | -2 | .
Cc1cccc(-c2n[nH]c(=S)n2-c2ccc(Cl)c(Cl)c2)c1 | -6 | -8 | .
CCn1c(C2CCCN(C(=O)c3cc(CC(C)C)nc(C)n3)C2)n[nH]c1=O (stereo not given) | -8 | -3 | -1
COCCN(Cc1ccc(OS(=O)(=O)c2ccc(OC)cc2)cc1)C(=O)CC(C)(C)C | 16 | -9 | -7
Cc1nc(C(C)N(C)Cc2ccc(-c3ccn[nH]3)o2)c(C)s1 (stereo not given) | -5 | -4 | -10
COc1cccc(CN(Cc2ccc3c(c2)OCO3)CC(O)COCc2ccccc2)c1OC (stereo not given) | . | -6 | -5
COC(=O)C1CC(O)C(N2CCCC2c2cccc(N(C)C)c2)C1 (stereo not given) | 2 | -9 | .
CCC1=NOC(Cn2c(=O)n(C(CC)CC)c3ncc(C(=O)O)cc32)C1 (stereo not given) | -2 | -4 | -13
O=C(CN1C(=O)c2ccccc2C1=O)NCCNC(=O)CN1C(=O)c2ccccc2C1=O | -16 | 1 | 0
CN(C)c1ccc(NC(=O)N2C[C@H](Oc3ccccn3)[C@H]3C[C@@H]2Cc2c3[nH]c3ccccc23)cc1 | 18 | -2 | -5
N#Cc1cccc(NC(=O)N2CCCCC2Cc2ccccc2)c1 (stereo not given) | 4 | -6 | .
O=C(NCC1CCC1)c1cn(-c2ccccc2Cl)nn1 | -2 | 7 | -2
CCc1nccc(-c2c(-c3ccccc3)ncn2CC2(CO)CCOCC2)n1 | . | -4 | -10
